Bioassay records deposited in PubChem by National Center for Advancing Translational Sciences (NCATS).
G9a block – G9a (human) methyltransferase inhibition; G9a H3K9 monomethylation, AlphaScreen, 2 h; AID 504332; 8.8% of 350,000 active; Q96KQ7; Potency, µM (highest dose often 102 µM), inactives show top-dose activity, negative = inhibition, hits mostly inhibitors; further: on the % scale 0 is the no-effect control and ±100 the full control effect; nearly all actives have a fitted effect of over 75% in size
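AlphaScreen read-out: biotin-H3K9 peptide (500 nM) methylation by 20 nM enzyme with 20 uM SAM, 2 h at room temperature after 15 min compound preincubation; anti-monomethyl H3K9 antibody plus donor/acceptor beads, 10 min dark.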
APEX1 inh – inhibitors of human APE1 endonuclease. 0.35% of 350,000 active. Potency, µM (series often up to 65.8 µM), without a hit: top-dose activity change, negative = inhibition, most hits filed as inhibitors. recombinant APE1, TAMRA/BHQ-2 abasic DNA cleavage fluorescence. P27695;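 further: plate controls were vehicle for no effect and reference inhibitor for full effect; nearly all actives have a fitted effect of over 55% in size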
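Measures dequenching upon AP-site incision of a 5'-TAMRA/3'-BHQ-2 THF-containing duplex, 50 nM; human APE1 0.75 nM after 15 min room-temperature exposure to compound; kinetic three-point read at one-minute spacing.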
Pol eta inh – DNA polymerase eta (human) inhibition. Potency, µM (titrated, usually from 114 µM), for inactives: top-dose activity change, negative = inhibition, actives largely listed as inhibitors. Q9Y253. 1.2% of 390,000 active. recombinant Pol eta, fluorescent DNA replication assay; further: on the % scale 0 is the no-effect control and ±100 the full control effect
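Fluorescent replication assay: 50 nM final substrate added after a 15 min room-temperature compound preincubation with 10 nM enzyme. Signal taken at 0 min and again at 10 min.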
POLI inh – blocks human DNA polymerase iota activity | Q9UNA4 | Pol iota fluorescent replication assay, 10 min | Potency, µM (top dose mostly 115 µM), inactives show at the top dose activity, negative = inhibition, most hits filed as inhibitors | 1% of 390,000 active
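Pol iota at 10 nM preincubated 15 min with compounds at room temperature; reaction started with fluorescent substrate, 50 nM final. Fluorescence read kinetically at 0 and 10 min; buffer-only wells as negative control.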
BAZ2B block – inhibitors of human BAZ2B bromodomain. AlphaScreen BAZ2B-H3K14Ac peptide displacement. Potency, µM (top dose mostly 114 µM), for the others: at the highest dose activity change, negative = inhibition, hits mostly inhibitors. 4.4% of 360,000 active. AID 504333; further: on the % scale 0 is the no-effect control and ±100 the full control effect; nearly all actives have a fitted effect of over 60% in size
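Protein-peptide AlphaScreen: BAZ2B 50 nM, b-H3K14Ac 50 nM, 1x PBS pH 7.4 + 0.01% Tween-20. Preincubation 30 min RT; cpd 30 min RT (top 110 uM); beads 20 min RT, light-protected.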
Pol kappa inh – DNA polymerase kappa (human) inhibition. Q9UBT6. purified Pol kappa, fluorescent DNA synthesis assay, 10 min. Potency, µM (highest dose often 107 µM), inactives show at the top dose activity, negative = inhibition, most hits filed as inhibitors. 0.53% of 400,000 active. AID 588579; further: on the % scale 0 is the no-effect control and ±100 the full control effect
Target sequence (Q9UBT6 whole entry, looked up): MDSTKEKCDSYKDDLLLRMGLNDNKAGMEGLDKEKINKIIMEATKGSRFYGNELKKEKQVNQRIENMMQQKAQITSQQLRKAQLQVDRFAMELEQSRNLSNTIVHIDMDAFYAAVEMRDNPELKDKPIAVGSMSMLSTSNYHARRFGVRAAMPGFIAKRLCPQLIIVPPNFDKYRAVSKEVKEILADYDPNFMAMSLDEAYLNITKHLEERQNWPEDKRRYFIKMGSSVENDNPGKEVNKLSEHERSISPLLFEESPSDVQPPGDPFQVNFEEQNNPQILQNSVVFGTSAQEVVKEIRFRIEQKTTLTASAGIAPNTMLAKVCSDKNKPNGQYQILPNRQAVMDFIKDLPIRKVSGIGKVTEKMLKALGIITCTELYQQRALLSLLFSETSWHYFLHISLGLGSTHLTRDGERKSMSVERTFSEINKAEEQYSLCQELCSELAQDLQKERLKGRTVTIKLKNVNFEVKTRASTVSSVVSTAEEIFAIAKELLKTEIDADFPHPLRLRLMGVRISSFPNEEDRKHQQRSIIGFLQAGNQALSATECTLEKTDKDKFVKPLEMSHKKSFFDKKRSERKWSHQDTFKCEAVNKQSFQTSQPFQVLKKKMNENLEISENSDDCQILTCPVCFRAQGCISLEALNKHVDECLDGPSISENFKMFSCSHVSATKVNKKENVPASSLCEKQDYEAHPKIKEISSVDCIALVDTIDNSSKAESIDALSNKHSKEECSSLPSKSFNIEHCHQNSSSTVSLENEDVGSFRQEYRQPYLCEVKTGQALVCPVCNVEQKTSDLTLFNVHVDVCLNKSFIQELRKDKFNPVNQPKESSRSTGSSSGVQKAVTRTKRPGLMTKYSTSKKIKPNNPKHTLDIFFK
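Readout: fluorescence, taken kinetically at 0 and 10 min. Conditions: 10 nM Pol kappa, 15 min RT compound preincubation, 50 nM substrate final. Controls: enzyme-free buffer wells.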
BLM inh – inhibitors of human Bloom syndrome helicase BLM; P54132; recombinant BLM DNA unwinding, fluorescence dequenching; Potency, µM (top dose mostly 56.1 µM), inactives show at the highest dose activity change, negative = inhibition, hits mostly inhibitors; 0.2% of 350,000 active;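 further: plate controls were vehicle for no effect and no enzyme for full effect; nearly all actives have a fitted effect of over 35% in size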
JMJD2A Tudor – blocks the human JMJD2A Tudor domain. Potency, µM (series often up to 114 µM), for inactives: at the top dose activity change, negative = inhibition, usual class: inhibitors. AID 504339. O75164. AlphaScreen JMJD2A-Tudor / H3K4me3 peptide binding. 4.4% of 390,000 active; further: on the % scale 0 is the no-effect control and ±100 the full control effect; nearly all actives have a fitted effect of over 50% in size
Pol beta inh – inhibitors of human DNA polymerase beta | P06746 | Pol beta primer extension/strand displacement, fluorescence kinetic | Potency, µM (series often up to 114 µM), for the others: at the highest dose activity change, negative = inhibition, actives largely listed as inhibitors | 1.3% of 340,000 active | AID 485314; further: on the % scale 0 is the no-effect control and ±100 the full control effect
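Pol beta (10 nM) and compounds were preincubated 15 min at room temperature, then 50 nM substrate (final) started primer extension/strand displacement. Reads were taken at 0 and 10 min; concentration-response data were fitted to a four-parameter Hill equation.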
* marks the source's active call; other numbers are inactive results; u = inconclusive; x = not tested or not shown; [ ] = another dose, or the depositor's remark. The call rests on the fitted dose curve; in most records, active means well fitted curve in the direction sought with a large enough effect; inconclusive means small, poorly fitted or top-dose-only effect, or another doubt; inactive means no such curve, though single readings can be large; an effect the other way counts as inactive or inconclusive. Potency means the concentration at half of the fitted maximal effect. Not all compounds are listed (hit frequency here may not be typical).

Compound,APEX1 inh,JMJD2A Tudor,Pol eta inh,G9a block,POLI inh,Pol kappa inh,Pol beta inh,BAZ2B block,BLM inh
O=C(CCc1ccccc1)Nc1cccc(-c2nnc(-c3ccco3)o2)c1,-0.1%,-10.0%,-15.0%,10.5%[59 µM],-1.1%,-4.5%,-0.3%,13.3%,-1.1%
COc1ccc(C(=O)CCC(=O)NC2=NCCS2)cc1,-14.1%,19.8%,-10.9%,x,-2.5%,12.5%,3.0%,u,-1.6%
COc1ccc(-c2noc(CSc3nc4sc(C)c(C)c4c(=O)n3-c3ccccc3)n2)cc1OC,3.7%,-6.6%,0.0%,-29.0%,1.2%,-8.0%[60.1 µM],4.8%,4.8%,-2.4%
O=C(Nc1ccc(S(=O)(=O)Nc2nccs2)cc1)c1cccc(F)c1,12.8%,-18.7%,-6.1%,-13.1%,14.4%,0.2%,-6.6%,-20.7%,-2.0%
COc1ccc(OCC(=O)Nc2ccncc2)cc1,-2.7%,-14.7%,-11.3%,-2.6%[12.7 µM],1.9%,-20.9%,0.6%,-1.2%,-4.3%
NC(=O)c1ccc[n+](CC(=O)c2cccc([N+](=O)[O-])c2)c1,22.7%,-4.7%,-19.8%,-13.3%,5.9%,6.0%,7.4%,1.8%,-0.7%
CCN(Cc1ccccc1)c1ccc(/C=N/NC(=O)c2cccc(S(=O)(=O)N3CCOCC3)c2)cc1,-3.2%,-13.7%,-18.5%,6.3%[59 µM],28.0%,-5.5%,31.3%,3.0%,-1.4%
Cc1nc2cc3ccccc3cc2c(=O)[nH]1,-3.4%,-18.7%,-8.2%,u,24.9%,-4.9%,1.8%,-7.6%,2.3%
CN(CCOC(=O)c1ccccc1)Cc1ccccc1,-9.5%,1.3%,-21.8%,7.2%[59 µM],2.7%,-18.7%,100.8%,1.7%,3.8%
CC(C)C(CC(=O)NCc1ccco1)c1ccco1 (stereo unspecified),12.8%,-27.7%,17.8µM*,39.8µM*,u,u,u,u,-8.1%
COc1cc2c(cc1OC)CN(C(=O)Cn1ccccc1=O)CC2,-28.0%,-28.6%,35.5µM*,x,u,-29.7%,79.4µM*,-2.4%[57.1 µM],-26.6%
CCOc1ccc(CC(=O)NCC2(N3CCCCC3)CCCCC2)cc1,-1.5%,4.0%,-12.6%,9.6%,75.1%[activator],-0.3%,22.0%,-8.9%,0.4%
COc1ccccc1NC(=O)CSc1nnc(C2CCCCC2)o1,-0.5%,-9.5%,-11.2%,u,35.0%[activator],-17.0%,30.7%,-1.3%,2.1%
O=C1c2ccccc2C(=O)N1CCc1c[nH]c2ccc(O)cc12,2.9%,-20.3%,-18.7%,u,0.5%,-2.1%,3.2%,-30.8%,-3.6%
CCOC(=O)C1CCCN(CC(O)COCc2ccc3c(c2)OCO3)C1 (stereo unspecified),2.4%,1µM*,2.4%,11.2µM*,22.4%,-4.2%,5.6%,56.2µM*,-1.0%
COc1ccc(C2Nc3ccccc3C(=O)N2Cc2ccco2)cc1COc1ccc(F)cc1 (stereo unspecified),3.3%,-25.2%[57.1 µM],-10.8%,-43.3%[59 µM],-0.3%,-14.5%,1.4%,-19.7%,-11.5%

One compound at a time (already shown). Order of screens: APEX1 inh	JMJD2A Tudor	Pol eta inh	G9a block	POLI inh	Pol kappa inh	Pol beta inh	BAZ2B block	BLM inh
`COc1ccccc1NC(=O)CSc1nnc(C2CCCCC2)o1` in the list: -0.5%	-9.5%	-11.2%	u	35.0%[activator]	-17.0%	30.7%	-1.3%	2.1%
`O=C1c2ccccc2C(=O)N1CCc1c[nH]c2ccc(O)cc12` in the list: 2.9%	-20.3%	-18.7%	u	0.5%	-2.1%	3.2%	-30.8%	-3.6%
`COc1ccc(C2Nc3ccccc3C(=O)N2Cc2ccco2)cc1COc1ccc(F)cc1` (stereo unspecified) in the list: 3.3%	-25.2%[57.1 µM]	-10.8%	-43.3%[59 µM]	-0.3%	-14.5%	1.4%	-19.7%	-11.5%

(next part)
Compound,APEX1 inh,JMJD2A Tudor,Pol eta inh,G9a block,POLI inh,Pol kappa inh,Pol beta inh,BAZ2B block,BLM inh
O=C(CN1C(=O)NC2(CCCC2)C1=O)Nc1cc(Cl)ccc1N1CCCC1,11.6%,-17.2%,-6.4%,x,4.3%,-9.6%,43.3%,-11.3%,-6.7%
COc1cccc(CSc2nnc(C(F)(F)F)n2Cc2ccc(F)cc2)c1,3.6%,73.1%[activator],-26.2%,124.3%[activator],45.0%[activator],-9.4%,12.3%,26.5%,-7.7%
CCOCc1nnc(NC(=O)c2ccc(NC(C)=O)cc2)s1,-2.0%,9.3%,-6.5%,x,24.4%,3.7%,32.9%[activator],-10.2%,1.1%
C[C@H](NC(=O)C(c1ccccc1)c1ccccc1)c1ccccc1,-3.5%,-2.8%,-24.2%,-5.4%,38.0%[activator],-3.5%,22.5%,13.4%,-4.9%
C=CCn1c(SCC(=O)N2CC(C)OC(C)C2)nnc1-c1ccncc1 (stereo unspecified),4.6%,0.0%,1.3%,7.94µM*,1.6%,-7.6%,x,-5.3%,x
Clc1ccc2ncc(-c3nnnn3-c3ccccc3)c(-c3ccccc3)c2c1,16.7%,-20.7%,-1.8%,-8.8%[59 µM],7.5%,-2.9%,26.1%,-10.6%,-12.8%
N#CCSc1ncnc2ccccc12,12.6%,-5.5%,-0.6%,9.0%,-27.0%,-1.1%,34.4%,6.6%,-3.0%
COc1cccc(COC(=O)c2cc(S(=O)(=O)N3CCOCC3)ccc2Cl)c1OC,x,23.2%,-19.3%,x,-20.2%,-5.8%,x,x,x
O=C1CN(C(=O)COC(=O)/C=C/c2ccc(S(=O)(=O)N3CCOCC3)cc2)c2ccccc2N1,-1.6%,-3.6%,-4.6%,-37.7%,37.9%[activator],8.3%,-1.0%,-13.8%,-1.7%
O=S(=O)([N-]c1nc2ccccc2nc1-[n+]1ccc(CCCc2ccccc2)cc1)c1cccs1,-1.0%,-3.1%,-22.6%,u,-20.3%,0.0%,-19.2%,-24.4%,-12.5%
CCOc1cc(NCCN2CCOCC2)c([N+](=O)[O-])cc1OCC,48.6%,u,0.3%,u,29.4%,-2.5%,-9.1%,-33.2%,1.3%
CCOC(=O)N1CCN(C(=O)COC(=O)CNC(=O)c2ccc(Cl)cc2Cl)CC1,9.1%,-9.7%,-6.3%,-6.8%,33.1%[activator],-6.7%,x,8.9%,x
CCc1ccc(OCC(=O)NN2Cc3ccccc3C2=N)cc1,-4.1%,1.4%,-13.3%,44.7µM*,-24.4%,-3.5%,15.0%,-13.4%,0.7%
O=C(NC1=NCCS1)[C@H](Cc1ccccc1)N1C(=O)c2ccccc2C1=O,-0.5%,-19.4%,-7.4%,-5.4%[59 µM],1.8%,-4.0%,6.2%,-4.9%,-6.2%
CC(C)OC(=O)NCCOC(=O)Nc1cccc(Cl)c1,-5.2%,-11.4%,-17.9%,x,-3.4%,4.8%,14.9%,7.2%,-2.1%
O=C(CSc1n[nH]c(-c2ccccc2)n1)Nc1ncc(Br)cc1Br,-3.1%,-8.3%,-15.2%,5.3%[59 µM],4.6%,-4.4%,11.5%,-5.1%,-5.6%
COc1ccccc1Nc1nc2nonc2nc1N1CCCCC1C (stereo unspecified),11.2%,-27.4%,-18.1%,-5.0%[59 µM],49.9%[activator],-16.0%,8.3%,-3.6%,-4.2%
Cc1cc(=O)oc2cc(OCc3nnc(-c4ccccc4Br)o3)ccc12,-3.9%,3.3%,-3.8%,18.8%[59 µM],-23.9%,4.4%,-8.7%,-0.5%,-0.3%
O=C(NCC1CCCO1)c1sc(=S)n2c1[nH]c(=O)c1ccc(C(=O)N3CCCCC3)cc12 (stereo unspecified),-7.4%,u,-13.9%,44.7µM*,u,-25.6%,-21.2%,u,-3.3%
CCn1ccnc1CN(C)C(=O)C1CCC(=O)N(CCc2cccc(F)c2)C1 (stereo unspecified),1.5%,-11.8%,-5.8%,x,35.4%[activator],-7.6%,48.3%,-2.9%,0.3%
Cc1ccc2cc(CN(Cc3ccco3)C(=O)c3ccco3)c3nnnn3c2c1,36.7%[activator],-23.5%,-14.1%,u,-12.6%,3.3%,1.6%,u,-3.4%
Cc1cc2nc(NC3=NCN(Cc4ccc5c(c4)OCO5)CN3)nc(C)c2cc1C,1.9%,x,x,u,x,x,-14.0%,2.8%,52.8%[activator]
O=C(O)CC1=C(O)C(=O)N(c2ccccc2)C1c1ccc(Br)cc1 (stereo unspecified),4.6%,-11.2%,2.6%,38.9%[0.501 µM],10.3%,0.6%,25.9%,-5.7%,0.5%
CN(C)S(=O)(=O)c1cc(NC(=O)c2ccc(-n3ccnc3)c([N+](=O)[O-])c2)ccc1Cl,-21.3%,-27.4%,-6.7%,44.7µM*,49.0%[activator],-6.0%,-1.7%,-28.8%,-6.8%
CC1=C(C(=O)NCc2ccc3c(c2)OCO3)C2(CCC(C)CC2)OC1=O (stereo unspecified),-5.5%,-15.3%,-11.2%,-4.0%[59 µM],22.9%,-1.7%,8.0%,11.3%,-0.4%
Cc1cc(C)cc(-n2c(SCC(=O)Nc3cccc(F)c3)nc3c([nH]c4ccccc43)c2=O)c1,x,-0.6%,-10.5%,2.3%[59 µM],7.9%,-5.4%[60.1 µM],-0.3%,0.0%,-3.5%
CCCCC1CC(C)(C(=O)CSc2nc3ccccc3s2)OC1=O (stereo unspecified),-8.3%,46.6%[activator],-13.9%,-17.9%[59 µM],13.0%,-5.9%,-27.6%,27.6%,-16.1%
COc1cc(/C=C/C(=O)c2ccccc2O)cc(OC)c1OC,-6.5%,50.1µM*,3.8%,44.7µM*,u,-9.2%,-2.4%,56.2µM*,-4.5%
